Screening data: PubChem, National Center for Advancing Translational Sciences (NCATS)
NPC1 promoter act – activators of NPC1 promoter | Huh7 NPC1 promoter luciferase reporter, 24 h | Potency, µM (highest dose often 9.22 µM), for inactives: at the highest dose activation, most hits filed as activators | 320,000 tested, 2.4% active;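 also: % of control where 0% means no effect; nearly all actives have a fitted effect of over 60% in size; reporter is driven by a mutant NPC1 promoter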
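Luciferase expression driven by the NPC1 promoter was measured in stably transfected Huh7 cells after a 24 h compound incubation, using a luciferase reagent and a luminescence read.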
FLuc modulator – inhibits or activates purified firefly luciferase, miR-21 counter-screen. P08659. purified FLuc, Km substrates, luminescence inhibition. Potency, µM (series often up to 57.5 µM), without a hit: at the top dose activity change, negative = inhibition, usual class: inhibitors. 360,000 tested, 6.9% active. AID 588342;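 also: plate controls were vehicle for no effect and reference inhibitor for full effect; nearly all actives have a fitted effect of over 55% in size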
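Purified P. pyralis luciferase (10nM final) with 10uM D-luciferin and 10uM ATP (Km levels) in 50mM Tris acetate pH 7.5, 10mM Mg acetate, 0.01% Tween-20, 0.05% BSA; qHTS 6-point titration, ~60 µM downward; luminescence read.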
Gal4-VP16 FLuc – inhibits Gal4-VP16 luciferase reporter, ROR gamma counter-screen; Drosophila S2 Gal4-VP16 UAS-luciferase, luminescence, 20 h; Potency, µM (titrated, usually from 53.6 µM), inactives show at the top dose activity, negative = inhibition, actives largely listed as inhibitors; 310,000 tested, 3.5% active;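 also: Gal4-VP16 expression switched on by copper sulfate through the metallothionein promoter; % is scaled to controls: 0 for no effect and ±100 for the full control effect; nearly all actives have a fitted effect of over 50% in size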
ELG1 genotoxic – genotoxicity induction in ELG1-luciferase HEK293T cells; HEK293T ELG1-luciferase reporter, luminescence, 16 h; Potency, µM (top dose mostly 46 µM), for the others: top-dose activity change, positive = activation, most hits filed as activators; 330,000 tested, 1.3% active; AID 504466; also: % of control where 0% means no effect; nearly all actives have a fitted effect of over 60% in size
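Cells (2,000/well) expressing the ELG1-luciferase fusion are dosed by pin tool and kept 16 hr at 37 °C, 5% CO2. Signal comes from ONE-Glo luciferase reagent after 30 min at room temperature.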
RORg inh – inhibitors of mouse ROR gamma transcriptional activity. P51450. Drosophila S2 Gal4-RORgamma UAS-luciferase reporter, 20 h. Potency, µM (titrated, usually from 53.6 µM), for inactives: at the top dose activity change, negative = inhibition, usual class: inhibitors. 310,000 tested, 5.4% active. AID 2551; also: % is scaled to controls: 0 for no effect and ±100 for the full control effect; nearly all actives have a fitted effect of over 60% in size
Target sequence (P51450 whole entry, looked up, the tested form may be a part): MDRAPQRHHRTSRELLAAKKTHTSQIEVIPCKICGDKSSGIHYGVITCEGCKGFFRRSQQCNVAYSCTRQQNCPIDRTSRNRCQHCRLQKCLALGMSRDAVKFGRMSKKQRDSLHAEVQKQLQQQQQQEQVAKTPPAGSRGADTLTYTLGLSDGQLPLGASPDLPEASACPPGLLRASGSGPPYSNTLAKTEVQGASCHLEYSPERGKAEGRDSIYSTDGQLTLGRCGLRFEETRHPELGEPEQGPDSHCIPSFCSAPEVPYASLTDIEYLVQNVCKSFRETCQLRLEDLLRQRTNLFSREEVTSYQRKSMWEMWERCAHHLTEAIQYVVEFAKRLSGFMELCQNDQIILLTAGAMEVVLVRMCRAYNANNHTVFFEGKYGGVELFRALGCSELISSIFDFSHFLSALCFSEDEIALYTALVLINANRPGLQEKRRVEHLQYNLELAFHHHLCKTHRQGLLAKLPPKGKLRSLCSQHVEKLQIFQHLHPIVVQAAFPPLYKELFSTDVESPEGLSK
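ROR gamma transcriptional activity was tracked as Gal4-UAS luciferase output in stably transfected Drosophila Schneider cells, with compound added 1 hr before 700 uM copper sulfate induction and a 20 hr ambient-temperature incubation.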
uPA generation – cell surface uPA generation inhibition; cell surface uPA generation assay, qHTS; Potency, µM (series often up to 38.3 µM), for inactives: at the highest dose activity change, negative = inhibition, hits mostly inhibitors; 330,000 tested, 0.31% active; AID 540303; active = well fitted inhibition curve with a large enough effect; inconclusive = small, poorly fitted or top-dose-only effect; inactive = no such curve, though single readings can be large or run the other way; tested in mouse RAW 264.7 cells; also: % is scaled to controls: 0 for no effect and ±100 for the full control effect; nearly all actives have a fitted effect of over 55% in size
MBNL1 CUG block – blocks human MBNL1 binding to CUG repeat RNA; 280,000 tested, 0.036% active; Q9NR56; Potency, µM (titrated, usually from 57.5 µM), without a hit: at the highest dose activity change, negative = inhibition, most hits filed as inhibitors; TR-FRET MBNL1-His/biotin-(CUG)12 binding, 665/545 ratio; active = well fitted inhibition curve with a large enough effect in the signal ratio, with a control signal flat, not every such curve was filed as active; inconclusive = small, poorly fitted or top-dose-only effect, or effect the other way, or a change in a side signal; inactive = no such curve, though single readings can be large or run the other way; the % refers to the signal ratio; also: % is scaled to controls: 0 for no effect and ±100 for the full control effect
Target sequence (Q9NR56 whole entry, looked up): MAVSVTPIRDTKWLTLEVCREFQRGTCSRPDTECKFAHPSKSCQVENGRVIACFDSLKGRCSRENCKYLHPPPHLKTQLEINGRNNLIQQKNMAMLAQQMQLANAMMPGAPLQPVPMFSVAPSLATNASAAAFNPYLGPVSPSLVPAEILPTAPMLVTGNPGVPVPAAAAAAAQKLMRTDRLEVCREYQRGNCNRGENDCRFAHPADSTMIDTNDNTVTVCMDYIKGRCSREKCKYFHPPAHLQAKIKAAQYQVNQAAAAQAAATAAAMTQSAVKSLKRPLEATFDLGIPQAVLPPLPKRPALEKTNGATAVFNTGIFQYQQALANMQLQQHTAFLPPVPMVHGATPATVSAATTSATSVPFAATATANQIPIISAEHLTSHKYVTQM
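His-tagged MBNL1 binding to biotinylated (CUG)12 RNA was measured by TR-FRET using terbium anti-His antibody (0.055 ng/ul final) and streptavidin-XL665 (5 nM final). Compounds were titrated 92 nM to 58 uM; 60 min at room temperature.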
BRCA1 expr up – increases BRCA1 expression | MCF7-BRCA1-FFLuc reporter, luminescence, 48 h; response scale: scaled: vehicle 0%, 10 µM genistein 100% | Potency, µM (doses to about 46.1 µM), without a hit: top-dose activation, actives largely listed as activators | 380,000 tested, 1.1% active; also: nearly all actives have a fitted effect of over 80% in size; some results filed as inactive show a strong effect at the top dose
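Quantitative HTS in MCF7 cells stably reporting BRCA1 expression via firefly luciferase. Compound treatment lasts 48 h at 37 °C in phenol-red free MEM. Activation is expressed relative to genistein at 10 microM and DMSO.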
p53 reactivator – restores transcriptional activity of mutant p53; Potency, µM (series often up to 92.2 µM), inactives show at the highest dose activity change, positive = activation, usual class: activators; H1299 p53-A138V BP100-luciferase reporter, luminescence, 24 h; AID 504706; 320,000 tested, 0.063% active; also: % of control where 0% means no effect; nearly all actives have a fitted effect of over 45% in size
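H1299 (p53-null), stable ts p53-A138V + BP100-Luc; 1000 cells/well, Opti-MEM/10% FBS; cpd 4 pt, 1:5; 24 h, 37 deg C, 5% CO2; detection reagent 10 min RT; luminescence.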
Rab9 prom act – activates the Rab9 promoter; Huh7 Rab9 promoter-luciferase reporter, luminescence, 24 h; Potency, µM (highest dose often 9.22 µM), for inactives: top-dose activation, negative = inhibition, actives largely listed as activators; 320,000 tested, 2.8% active; AID 485297; also: % of control where 0% means no effect; nearly all actives have a fitted effect of over 60% in size
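Promoter activation is measured as luciferase luminescence in Huh7 cells stably transfected with a Rab9 promoter–luciferase construct, following 24 h compound exposure at 37 °C and 10 min reagent incubation at ambient temperature.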
* marks the source's active call; other numbers are inactive results; ? = inconclusive; · = not tested or not shown; [ ] = another dose, or the depositor's remark. Unless noted, calls follow the shape of the dose curve; as a rule, active = well fitted curve in the direction sought with a large enough effect; inconclusive = small, poorly fitted or top-dose-only effect, or another doubt; inactive = no such curve, though single readings can be large; an effect the other way counts as inactive or inconclusive. Potency is read from the fitted curve at half-maximal effect.

SMILES	NPC1 promoter act	FLuc modulator	Gal4-VP16 FLuc	ELG1 genotoxic	RORg inh	uPA generation	MBNL1 CUG block	BRCA1 expr up	p53 reactivator	Rab9 prom act
CC(=O)Nc1ccc(S(=O)(=O)N(C)CC(=O)OCC(=O)N(CC(C)C)C2CCS(=O)(=O)C2)cc1 (stereo not given)	-2%	9%	·	1%	·	6%	·	3%	-2%	-1%
O=C1c2ccccc2C(=O)N1CCCCCc1nc(-c2ccccc2)no1	-3%	1%	6%	14%	39%	-1%	-2%	-22%	12%	-7%
CC(=O)OCC1=C(C(=O)O)N2C(=O)C(NC(=O)c3ccc(COc4ccc(Cl)cc4)o3)C2SC1 (stereo not given)	0%	-20%	8%	1%	-5%	·	-5%	11%	0%	0%
COC(=O)CNC(c1ccccc1)c1cc(C)ccc1NC(=O)CNC(=O)OCc1ccccc1 (stereo not given)	-3%	0%	1%	-1%	-23%	-4%	-3%	-43%	-3%	-9%
COc1ccc(CCNC(=O)C(=O)NCC2OCCN2S(=O)(=O)c2cc(F)ccc2F)cc1OC (stereo not given)	1%	0%	-5%	0%	1%	16%	1%	-1%	·	1%
COc1cc(/C=N/Nc2ccc(Cl)c(C(=O)O)c2)ccc1OC(=O)c1ccccc1F	?	17µM*	-22%	14%	-3%	3%	8%	-43%	-3%	24%
O=C(NC1CC2CCCC(C1)N2C(=O)NC1CCCCC1)c1ccccc1 (stereo not given)	0%	3%	8%	-1%	-14%	6%	-3%	0%	-1%	-3%
CC(=O)N(C)C1=C(O)c2ccccc2C(=O)C1=O	-3%	2%	-13%	2%	5%	-2%	?	6%	-6%	1%
CC(c1ccccc1)N1CCN(C(=O)CCl)CC1 (stereo not given)	1%	0%	21%	-14%	-34%	8.9µM*	-6%	-19%	-10%	9%
COCCn1c(=NC(=O)/C=C/c2ccccc2)sc2cc(NC(C)=O)ccc21	1%	-10%	0%	2%	2%	12%	-8%	44%	-5%	-1%
Cc1ccc2c(c1)c1nc3ccccc3nc1n2CCN1CCOCC1	-4%	-4%	-16%	1%	-7%	-3%	3%	0%	13%	-5%
Cc1cccc(-c2noc(-c3ccccc3C(=O)NCC3CCCO3)n2)c1 (stereo not given)	?	11µM*	-8%	1%	-6%	-12%	13%	6.3µM*	24%	15%
Cc1ccc(-c2csc(N3CCC[C@@H]3C(=O)NCCn3c(C(F)(F)F)nc4ccccc43)n2)cc1	1%	-15%	-14%	-11%	-32%	12%	-3%	-50%	·	7%
Cc1ccc2nc(NC(=O)COC(=O)c3ccco3)sc2c1	·	13µM*	8%	·	?	0%	-1%	24%[1.84 µM]	·	·
O=C(NCCc1ccccc1F)c1cccc2cccnc12	3.2µM*	17µM*	-20%	?	3%	-3%	0%	2µM*	21%	1.8µM*
O=C(NCC(O)COc1ccc([N+](=O)[O-])cc1)Nc1ccccc1 (stereo not given)	-5%	?	8%	5%	26%	3%	·	-1%	5%	2%
O=C(Nc1ccc(S(=O)(=O)N2CCCCC2)cc1)c1ccc(Cl)nc1	·	·	·	-8%	·	?	·	0%	0%	·
Cc1ccc(C(=O)O)cc1NC(=S)NCCc1ccccc1	1%	1%	-2%	-3%	0%	-10%	0%	-10%	5%	0%
CC(C)(C)NC(=O)Cn1cc(C#N)c2cc(Br)ccc21	-2%	0%	-2%	-2%	1%	·	11%	-21%	4%	2%
COc1ccc(C2CC(=O)C=C(NCCC(C)C)C2)cc1 (stereo not given)	5%	-2%	-25%	-6%	?	3%	1%	-34%	10%	-1%
COC(=O)C1=C(C)OC(N)=C(C#N)C1c1ccsc1 (stereo not given)	0%	0%	-22%	0%	15%	3%	7%	-1%	16%	-1%
COc1ccc(N2CCN(C(=O)c3ccc(NC(=O)C4=CSCCO4)cc3)CC2)cc1	0%	3%	-3%	0%[9.26 µM]	11%	-17%	7%	-7%	6%	-5%
COc1ccccc1C(=O)n1nc(C)cc1C	8%	2%	-4%	-5%	-13%	5%	2%	-19%	2%	2%
Cc1ccc(C)c(NC(=O)CCc2ccc(C)o2)c1	-4%	2%	-5%	-1%	-5%	-24%	-2%	16%	0%	-7%
O=C(c1ccc(Cl)c(Cl)c1)c1cnc(Nc2ccccc2)s1	1%	6%	0%	2%	-3%	·	-14%	0%	0%	6%
CCCOc1ccc(CN(C)c2ncnc(N)n2)cc1	2%	-18%	1%	6%	12%	-11%	-7%	10%	·	4%
Cn1c(SCC(=O)NC2CCCCC2)nnc1-c1ccccc1F	-4%	1%	2%	-5%	-29%	-1%	0%	-11%	1%	11%
CN(C(=O)c1cc2n(n1)C(C(F)(F)F)CC(c1ccco1)N2)c1ccccc1 (stereo not given)	1%	-7%	21%	-13%	16%	4%	3%	-19%	12%	-2%
COc1ccc2[nH]c(O)c(N=NC(=O)Cc3cccs3)c2c1	17%	?	-2%	2%	17%	-28%	?	16%	9%	17%
Cc1ccc(N2CCN(c3ccc(NC(=O)CCC(=O)O)cc3)CC2)cc1	3%	-14%	-17%	2%	-1%	-1%	-7%	-3%	6%	0%

3 of the entries above in order of the p53 reactivator value, descending:
SMILES	NPC1 promoter act	RORg inh	uPA generation	MBNL1 CUG block	BRCA1 expr up	p53 reactivator	Rab9 prom act
COC(=O)C1=C(C)OC(N)=C(C#N)C1c1ccsc1 (stereo not given)	0%	15%	3%	7%	-1%	16%	-1%
O=C(NCC(O)COc1ccc([N+](=O)[O-])cc1)Nc1ccccc1 (stereo not given)	-5%	26%	3%	·	-1%	5%	2%
Cc1ccc(C)c(NC(=O)CCc2ccc(C)o2)c1	-4%	-5%	-24%	-2%	16%	0%	-7%

New compounds follow.
SMILES	NPC1 promoter act	FLuc modulator	Gal4-VP16 FLuc	ELG1 genotoxic	RORg inh	uPA generation	MBNL1 CUG block	BRCA1 expr up	p53 reactivator	Rab9 prom act
CCOc1ccc(S(=O)(=O)N2CCOCC2)cc1NC(=O)C1CCC1	-4%	4%	12%	-1%	-25%	4%	-7%	-4%	2%	-2%
Cc1ccc(CC(=O)Nc2cc(C)ccn2)cc1	11%	-8%	10%	0%	29%	-25%	-3%	47%	-17%	6%
COc1cccc(C(=O)NNC(=O)C(=O)Nc2cccc(Cl)c2C)c1	2%	-5%	0%	2%	-13%	-2%	-5%	21%	1%	1%
CC(=O)Nc1ccc(S(=O)(=O)N2CCN(C)CC2)cc1	-4%	0%	-1%	0%	-30%	·	-1%	4%	2%	2%
COC(=O)c1cc(-c2ccc(Cl)cc2Cl)n[nH]1	1%	15µM*	1%	?	10%	-5%	1%	34%	4%	-2%
Cc1cc2oc(=O)cc(CN(C)Cc3ccccc3F)c2cc1Cl	?	?	-19%	?	38%	5%	17%	?	?	?
CCOc1ccccc1NC(=O)N1CCCc2ccccc21	0%	0%	5%	-4%	0%	0%	4%	-10%	-7%	2%
COC(=O)c1ccc(NC(=O)C23CCC(C)(C(=O)O2)C3(C)C)cc1 (stereo not given)	9%	-1%	6%	0%	?	1%	-3%	41%	3%	17%
O=c1c([N+](=O)[O-])c(N2CCOCC2)c2ccccc2n1Cc1ccccc1	-5%	-3%	15%	-5%	32%	-13%	11%	15%	-1%	-7%
Cc1ccc(CN=c2c([N+](=O)[O-])nn(-c3cccc(C)c3)n2O)cc1	17%	?	?	15%	3%	-9%	?	?	20%	?
C[n+]1ccccc1COc1ccc(C(C)(C)C)cc1	-15%	-1%	-4%	-5%	1%	-9%	-4%[11.5 µM]	-42%	-11%	-23%
COc1ccc(-c2nc(-c3ccccn3)nc(N3CCN(C)CC3)c2C#N)cc1	0%	1%	-7%	-5%	1.4µM*	-3%	?	26%	0%	-12%
CCCn1c(=NC(=O)CCS(=O)(=O)c2ccccc2)sc2cc(S(N)(=O)=O)ccc21	-2%	3%	·	1%	·	2%	·	-26%	-3%	3%
CN(C)N1C(N)=C(C#N)C(c2ccc(Cl)cc2)C2=C1CCCC2=O (stereo not given)	-1%	3%	-5%	0%	-7%	-3%	1%	-24%	-4%	2%
C/C=C/C(=O)Nc1nnc(C(C)C)s1	-4%	3%	2%	0%	-7%	3%	-6%	8%	18%	0%
O=Cc1cnc(N2CCN(c3ccccc3)CC2)s1	7%	-9%	4%	7%	35%	2%	?	20%	6%	14%
COc1ccccc1CNC(=O)CSc1nc2ccccc2c(=O)n1CCCN1CCOCC1	-1%	-2%	8%	-2%	-1%	-1%	5%	-18%	-4%	0%
CCNC(=S)Nc1cccc(S(=O)(=O)NC2=NCCC2)c1	0%	-1%	1%[10 µM]	17%	-11%	5%	?	-1%	-3%	-4%
COc1ccc(CNS(=O)(=O)c2cc(CN3C(=O)c4cccnc4C3=O)ccc2OC)cc1	-1%	0%	-9%	3%	-21%	3%	?	-7%	1%	-3%
O=C(NCc1ccccc1)C(c1ccco1)N(C(=O)c1csnn1)c1ccccc1 (stereo not given)	1%	2%	-13%	-1%	11%	-1%	-9%	-2%	-1%	0%
CCOc1ccccc1N1CCN(C(=O)c2cc3ccccc3cc2OC)CC1	-24%	1%	·	0%	·	3.5µM*	·	-71%	0%	-23%
C=CC(=O)NCC1OCCc2ccccc21 (stereo not given)	-6%	2%	-1%	1%	6%	3%	-5%	0%	-2%	-6%
Cc1cc(C)c(OCC(=O)Nc2nc(-c3ccccn3)cs2)c(C)c1	-3%	-15%	?	-12%	2.8µM*	-3%	-4%	-94%[inhibitor]	9%	3%
